GPR151 activ = activates the human receptor GPR151. Q8TDV0. PathHunter beta-arrestin GPR151 cells, luminescence. activation, % at 11.2 µM. 650,000 compounds, 1% hits. AID 1508602; in the data active = activation above about 4.9%;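 note: 0% = median of compound wells and 100% = cells with positive control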
TEAD-YAP block = TEAD-YAP interaction inhibition; HEK-TIYL cells, TEAD-Gal4/YAP UAS-luciferase luminescence; inhibition, % at 9.12 µM; 640,000 compounds, 1.4% hits; AID 1259422; in the data active = inhibition above about 32%;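 note: 0% = median of test compound wells and 100% = reference inhibitor wells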
MITF primary = human MITF inhibition, primary screen | AlphaScreen MITF homodimerization, bead proximity signal | inhibition, % at 2.6 µM | 650,000 compounds, 0.91% hits | AID 1259374; in the data active = inhibition above about 50%;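 note: 0% = vehicle wells with protein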
FBW7 act = human FBW7 E3 ligase activation, primary screen | Q969H0 | AlphaScreen FBW7–phospho-cyclin E peptide binding, activator screen | normalized activity (activation), % at 26.1 µM | 650,000 compounds, 0.13% hits; in the data active = normalized activity above about 1.9%;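 note: purified mutant Fbw7 with reduced substrate affinity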
Target sequence (Q969H0 whole entry, looked up): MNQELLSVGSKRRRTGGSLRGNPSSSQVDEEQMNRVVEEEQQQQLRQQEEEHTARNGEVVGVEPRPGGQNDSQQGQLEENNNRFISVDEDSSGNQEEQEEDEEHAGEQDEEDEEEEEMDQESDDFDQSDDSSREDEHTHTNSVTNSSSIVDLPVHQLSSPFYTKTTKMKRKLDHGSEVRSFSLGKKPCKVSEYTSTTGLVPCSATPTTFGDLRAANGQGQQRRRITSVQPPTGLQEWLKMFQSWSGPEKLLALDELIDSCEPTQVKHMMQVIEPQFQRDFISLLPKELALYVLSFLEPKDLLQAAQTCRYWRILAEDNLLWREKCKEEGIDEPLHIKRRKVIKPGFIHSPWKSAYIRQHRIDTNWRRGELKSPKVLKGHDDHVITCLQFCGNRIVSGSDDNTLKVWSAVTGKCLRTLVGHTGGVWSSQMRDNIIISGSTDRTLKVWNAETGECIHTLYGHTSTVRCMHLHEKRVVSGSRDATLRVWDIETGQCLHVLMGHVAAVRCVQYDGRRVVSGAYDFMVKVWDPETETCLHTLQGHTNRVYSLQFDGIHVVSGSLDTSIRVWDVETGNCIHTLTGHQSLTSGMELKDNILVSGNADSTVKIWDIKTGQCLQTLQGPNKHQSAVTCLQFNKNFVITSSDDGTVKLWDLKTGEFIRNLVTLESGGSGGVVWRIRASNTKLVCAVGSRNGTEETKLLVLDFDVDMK
* marks the source's active call; other numbers are inactive results; x = not tested or not shown; & = joins results of further samples.

mol	GPR151 activ	TEAD-YAP block	MITF primary	FBW7 act
CCc1ccc(NCC(O)COc2ccc(OCC(O)CNc3ccc(CC)cc3)cc2)cc1 (stereo unspecified)	0.4	10	19	0.3
COCCNC(=O)c1cn(C[C@H]2CCCN(C(=O)c3oc(C)nc3C)C2)nn1	0.1	1	1	0.2
COc1ccc(CNC(=O)c2c(OC)cc(=O)n3c2CCN(C(=O)C(C)(C)C)CC3)cc1	-0.2	9	1	0.0
O=C(CCc1nnc(CCc2c[nH]c3ccccc23)o1)NC(C1CC1)C1CC1	1.7	10	2	0.1
COc1cc(C2C(C#N)=C(N)Oc3n[nH]c(C)c32)cc([N+](=O)[O-])c1O (stereo unspecified)	-1.2	-9	49	0.6
COc1cc(NC(=O)C2CC=CCC2C(=O)O)ccc1NC(=O)c1ccccc1 (stereo unspecified)	-0.2	5	11	0.1
CCCCOC(=O)C1=C(C)NC2=C(C(=O)CCC2)C1c1cccc(OC)c1 (stereo unspecified)	-0.7&0.7	5&4	19&-1	0.3&0.1
CN(C)c1cc(NC(=O)CN2CCC(C(N)=O)CC2)c2ccccc2n1	2.3	-7	-3	0.0
O=C(CN(c1cc(C(F)(F)F)ccc1Cl)S(=O)(=O)c1ccccc1)NCc1ccccc1	0.5	-1	3	-0.2
C=CCN1c2ccccc2[C@]23CCC(=O)N(Cc4ccco4)C2=NC(C(=O)OC)=C(C(=O)OC)[C@H]13	0.5	x	7	0.0
CN1C(=O)C(=Cc2ccc(-c3ccc4c(c3)C(=O)c3ccccc3C4=O)o2)C(=O)N(C)C1=O	1.2	-10	-5	-0.1
CC(C)(C)CC(=O)OCC(=O)Nc1ncc(C(F)(F)F)cc1Cl	0.7	3	0	-0.1
COc1ccc(NC(=O)c2sc3ncn(CC(=O)N4CCC(C)CC4)c(=O)c3c2C)cc1OC	-0.5	6	-3	0.0
C=CCn1c(N)c(C#N)c(C#N)c1CCC	-0.6	0	18	0.7
COCCn1c(SCC(=O)NC2CCCC2)nnc1C(C)C	-0.2	-2	8	0.0
Cc1ccc(NCC(F)(F)C(F)F)cc1	-1.1	1	-5	0.0
Cc1c(NC(=O)CCCN2C(=O)c3ccccc3C2=O)c(=O)n(-c2ccccc2)n1C	-0.4	14	6	0.0
Cc1cccc(NC(=O)CSc2ncnc3c2nnn3Cc2ccc(F)cc2)c1C	-0.2	12	10	0.2
Cc1ccc(C)c(Nc2cnn(C34CC5CC(CC(CC(=O)O)(C5)C3)C4)c(=O)c2Cl)c1	1.4	9	1	0.0
Fc1ccc(Nc2nc(N/N=C/c3ccccc3Cl)nc(N3CCOCC3)n2)cc1	0.3	-20	17	-0.3
COc1cc(C2N(c3ccccc3)CCN2c2ccccc2)ccc1OC(C)=O	-0.2	-18	-8	0.0
CC(C)(C)OC(=O)NC(CC(N)=O)C(=O)NC(COCc1ccccc1)C(N)=O (stereo unspecified)	1.3	0	6	0.2
CC1CCc2sc(NC(=O)c3ccc([N+](=O)[O-])cc3)c(C(N)=O)c2C1 (stereo unspecified)	-0.4	-3	6	-0.1
CCOC(=O)CSc1nc2sc(C)c(C)c2c(=O)n1C	-0.1	-5	3	0.0
CCN(CC)C(=O)c1cc(-c2ccc(OC)cc2)on1	0.2	-51	-3	0.0
COc1cccc(OCCNCc2ccco2)c1	-0.6	-1	36	-0.3
CCc1cc2c(=O)c(-c3ccc(OC)cc3)coc2cc1O	-2.0	-22	4	0.1
CCN(CC)CCn1c(=O)n(C)c(=O)c2[nH]cnc21	-1.0	14	2	0.6
Cc1ccc(CNC(=O)C2CCN(C(=O)N3CCOc4ccc(C)cc43)CC2)cc1	-3.2	12	0	0.0
CC1CCCN(CCCN2C(=O)C3C(C(=O)Nc4ccc(Br)cc4)C4C=CC3(O4)C2C(=O)NC2CCCCC2)C1 (stereo unspecified)	1.5	0	-4	-0.1

Copied from the listing (six entries):
mol	GPR151 activ	TEAD-YAP block	MITF primary	FBW7 act
CCN(CC)C(=O)c1cc(-c2ccc(OC)cc2)on1	0.2	-51	-3	0.0
COc1cccc(OCCNCc2ccco2)c1	-0.6	-1	36	-0.3
CCc1cc2c(=O)c(-c3ccc(OC)cc3)coc2cc1O	-2.0	-22	4	0.1
CCN(CC)CCn1c(=O)n(C)c(=O)c2[nH]cnc21	-1.0	14	2	0.6
Cc1ccc(CNC(=O)C2CCN(C(=O)N3CCOc4ccc(C)cc43)CC2)cc1	-3.2	12	0	0.0
CC1CCCN(CCCN2C(=O)C3C(C(=O)Nc4ccc(Br)cc4)C4C=CC3(O4)C2C(=O)NC2CCCCC2)C1 (stereo unspecified)	1.5	0	-4	-0.1

Next compounds follow:
mol	GPR151 activ	TEAD-YAP block	MITF primary	FBW7 act
CC(Oc1cc2oc(=O)c3c(c2cc1Cl)CCC3)C(=O)O (stereo unspecified)	0.2	-7	-1	-0.4
O=C(Nc1ccc2oc(=O)ccc2c1)c1ccc(Cl)cc1	0.5	-30	6	0.0
O=[N+]([O-])c1c(N2CCOCC2)ccc2c1no[n+]2[O-]	0.5	29	3	-0.2
CCN(CC)CCNC(=O)/C(=N\O)c1ccccc1	-0.8	1	7	0.2
COC(=O)c1ccc(C)c(NS(=O)(=O)c2ccccc2[N+](=O)[O-])c1	-0.2	-4	-4	-0.1
CCOc1c(Br)cc(CNc2ncn[nH]2)cc1OC	-1.0	0	0	-0.2
C/C(CC(=O)N1CCN(C=O)CC1)=N\NC(=O)c1ccccc1O	1.5	28	5	-0.2
O=C(CN1C(=O)c2ccccc2S1(=O)=O)N1CCCC1	1.1	-68	-1	-0.1
CC1=NN(C(N)=S)C(=O)C1N=Nc1ccc(S(N)(=O)=O)cc1 (stereo unspecified)	-3.8	-9	8	-0.3
CC(C)(C)NC(=O)COC(=O)c1ccc(Cl)cc1O	-0.8	-2	5	0.0
COc1ccc(CCNC(=O)c2cccc(N3CCOCC3)c2)cc1	-0.1	1	14	0.2
COc1ccc(F)cc1S(=O)(=O)Nc1cccc(O)c1	2.4	2	16	0.2
CC1=C(C(=O)N2CCN(C3CCCCC3)CC2)C2(CCCCC2)OC1=O	0.4	-3	5	0.0
COc1ccc(-c2noc(CCC(=O)Nc3ccccc3)n2)cc1	3.5	1	-10	-0.1
Cn1c(N)c(S(=O)(=O)N2CCc3ccccc3C2)c(=O)n(C)c1=O	0.9	0	0	0.7

Going on with the list:
structure,GPR151 activ,TEAD-YAP block,MITF primary,FBW7 act
O=C(Nc1ccc(C23CC4CC(CC(C4)C2)C3)cc1)NC(c1ccccc1)c1ccccc1,0.4,16,13,-0.1
CCOC(=O)C(NC(=O)c1ccccc1F)(Nc1nc2ccccc2nc1C(F)(F)F)C(F)(F)F (stereo unspecified),-0.6,13,5,0.2
Cc1ccc(NC(=O)c2cc(=O)c3ccccc3o2)cc1S(=O)(=O)N1CCCCC1,-0.9,0,13,0.1
CC(NC(=O)CSc1ncn[nH]1)c1ccc(Cl)cc1Cl (stereo unspecified),-1.0,18,-5,0.6
CCc1ccc(N2C(=O)CC(SCC(=O)Nc3cc(OC)cc(OC)c3)C2=O)cc1 (stereo unspecified),3.1,3,7,0.7
O=C(COc1ccc(Br)cc1)N1CCN(S(=O)(=O)c2ccc(F)cc2)CC1,3.7,13,1,0.0
O=C1CCCN2C(=N1)SC(=S)N2CN1CCN(Cc2ccccc2)CC1,-0.3,1,-2,-0.1
O=C(/C=C/c1ccc(Cl)cc1Cl)NCc1ccncc1,0.6,-9,-8,0.1
O=C(NC1C2CC3CC(C2)CC1C3)c1ccccn1 (stereo unspecified),-0.1,-2,1,0.0
COC(=O)C1=C(C)N(Cc2ccccc2)C(=O)/C1=C\c1ccc(OC)c([N+](=O)[O-])c1,0.4,7,7,-0.1
Cc1cccc(NC(=O)c2c(NC(=O)c3ccco3)sc3c2CCCC3)c1,-0.2,2,9,0.1
COc1ccc(OCCCCCCNCCO)cc1,-1.4,5,-7,0.2
NC(=O)c1ccc(C(=O)N2CCC3(CC2)NC(=O)c2ccccc2O3)c(F)c1,1.6,10,2,0.3
CC(=O)c1ccc(N2CCN(C(=O)Cc3ccc([N+](=O)[O-])cc3)CC2)cc1,0.1,-5,-1,-0.2
Cc1ccc2c(c1)NC(=O)C(CC(=O)NCCCOC(C)C)O2 (stereo unspecified),1.2,9,9,0.2
Cc1nc(NCCCN2CCOCC2)c2c3c(sc2n1)CCC3,-0.3,9,9,0.3
Cc1ccc(CNS(=O)(=O)c2ccc3c(c2)OCCCO3)cc1,-1.3,-6,2,-0.1
COC(=O)c1ccc(C2C(C(C)=O)=C(O)C(=O)N2CC(C)O)cc1 (stereo unspecified),-0.1,-1,16,0.1
Cn1nccc1Nc1nc(NCCN2CCOCC2)c2[nH]cnc2n1,-2.0,5,18,0.1
CCOC(=O)Cc1csc(NC(=O)NC(=O)C(F)(F)F)n1,0.1,-12,-6,0.0
CCOC(=O)C1=C(CN2CCCCC2)NC(=O)NC1c1cc(C)ccc1C (stereo unspecified),-1.3,9,-2,0.2
CCCS(=O)(=O)N1CCC(C(=O)N(C)Cc2ccccc2)CC1,-0.7,-22,2,1.0
Cc1ccc2nc(-c3ccccc3)c(-c3ccccc3)nc2c1[N+](=O)[O-],1.7,-1,-10,0.0
CC1(C)CC(=O)C(c2nc3ncccc3[nH]2)=C(O)C1,-0.7,3,24,0.0
CC(C)(C)c1cc(CCCOC(=O)CNc2ccccc2)cc(C(C)(C)C)c1O,-1.5,3,22,0.0
Cc1ccccc1CS(=O)(=O)CCC(=O)NCc1ccco1,0.4,-5,-2,-0.2
Cc1c(C(=O)N2CCOCC2)sc2ncn(CC(=O)N3CCC(C)CC3)c(=O)c12,0.4,1,10,-0.1
OCCOCCNc1ncnc2scc(-c3ccc(Cl)cc3)c12,0.5,8,7,-0.1
COc1ccc(Nc2nc(Cl)nc(NCCC3=CCCCC3)n2)cc1Cl,0.6,1,14,-0.1
CCCCCCC(=O)Oc1ccccc1N1C(=O)C2C3c4ccccc4C(c4ccccc43)C2C1=O (stereo unspecified),1.2,-3,-4,-0.1
COc1ccc(CC(=O)Nc2cccc(C)n2)cc1,-1.2,-21,23,0.5
CCN1CCCC1CNC(=O)C12CC3CC(CC(C3)C1)C2 (stereo unspecified),-0.5,-4,18,0.8
COc1ccccc1N1CCN(S(=O)(=O)c2ccc3[nH]c(=O)oc3c2)CC1,0.0,-5,7,-0.3
Cc1c(NS(=O)(=O)c2ccccc2C#N)c(=O)n(-c2ccccc2)n1C,1.7,-10,4,0.0
COc1cc(S(=O)(=O)N2CCN(c3ccccc3)CC2)c(OC)cc1Cl,1.1,-2,9,0.2
Cc1ccc(-n2cc(CN3CCN4C(=O)[C@@H](CO)NC(=O)[C@H]4C3)cn2)cc1,-0.5,-5,-15,-0.2
Cc1ccc(C(C)C)c(OCC(O)CN2CCN(C)CC2)c1 (stereo unspecified),-0.2,1,-2,0.5
O=C(Nc1ccc(S(=O)(=O)N2CCOCC2)cc1)C12CC3CCC(CC(C3)C1)C2,2.1,-4,13,0.5
COc1ccc(NC(=O)CSc2nnc3[nH]c(=O)cc(C)n23)cc1OC,-2.5,1,13,-0.1
O=C1CC(C(=O)Nc2ccc3c(c2)OCO3)c2ccccc21 (stereo unspecified),-1.9,-31,-1,-0.3
O=c1[nH]nc(SCc2c(F)cccc2Cl)c(=O)[nH]1,-0.4,4,3,0.0
Cc1cccc(/C=C2/Oc3ccccc3NC2=O)c1,0.1,-46,0,0.2
O=C(O)CCC(=O)NNC(=O)COc1ccccc1,1.3,-8,-8,-0.1
Cc1cc(C)c(C(=O)N2CCC(=O)N(CC3CC3)CC2)[nH]1,0.3,0,0,0.0
CCCCCCOc1ccc(OC2OC(COC(C)=O)C(OC(C)=O)C(OC(C)=O)C2OC(C)=O)cc1 (stereo unspecified),0.8,11,4,0.0
CCOC(=O)C1=C(C)N=c2s/c(=C/c3ccc(-c4ccc(Cl)cc4Cl)o3)c(=O)n2C1c1ccc(OC)cc1 (stereo unspecified),-0.4,-3,14,0.1
COCCNC(=O)CN(Cc1cccs1)C(=O)CCC(=O)Nc1nccs1,-0.8,1,-11,0.1
Cn1c(N2CCCC(C(=O)NCc3ccccn3)C2)nc2ccccc21 (stereo unspecified),0.6,-12,13,0.3
Cc1ccc(Cc2c(O)nc3n(c2=O)CCCS3)cc1,1.7,4,4,-0.3
COCCNC(=O)CCNC(=O)Cn1cnc2ccccc2c1=O,1.2,-2,-5,-0.2
COCc1nnc(SCc2cccc(Br)c2)n1-c1cccc2ccccc12,0.5,4,-2,-0.2
COc1ccc(C2=CC(c3ccc(OC)c(OC)c3)NC(=S)N2)cc1 (stereo unspecified),-0.2,15,15,0.2
Cc1ccc(-c2cc(C(F)(F)F)n3ncc(C(=O)Nc4ccc(Cl)cc4C(F)(F)F)c3n2)cc1,-0.7,-8,7,-0.1
CCOC(=O)C1CCCN(C(=O)c2cc3c(=O)oc4ccccc4c3s2)C1 (stereo unspecified),-0.3,-3,-1,-0.1
